ELG1 genotoxic – qHTS screen for small molecules that induce genotoxicity in human embryonic kidney (HEK293T) cells expressing luciferase-tagged ELG1; 1.3% of 330,000 active; HEK293T ELG1-luciferase reporter, luminescence, 16 h; AID 504466, 2011; Potency, µM (highest dose often 46 µM), for the others: at the highest dose activity change, positive = activation, usual class: activators; further: % of control where 0% means no effect; nearly all actives have a fitted effect of over 60% in size
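ELG1-luciferase HEK293T cells, 2,000/well; compound pinned in; 16 hr, 37 °C, 5% CO2; ONE-Glo, 30 min RT; luminescence on CCD imager.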
VP16 counter – VP16 counterscreen qHTS for inhibitors of ROR gamma transcriptional activity; Drosophila S2 Gal4-VP16 UAS-luciferase, luminescence, 20 h; Potency, µM (top dose mostly 53.6 µM), inactives show top-dose activity, negative = inhibition, hits mostly inhibitors; 3.5% of 310,000 active;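 further: Gal4-VP16 expression switched on by copper sulfate through the metallothionein promoter; on the % scale 0 is the no-effect control and ±100 the full control effect; nearly all actives have a fitted effect of over 50% in size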
p53 reactivation – qHTS assay for re-activators of p53 using a Luc reporter. H1299 p53-A138V BP100-luciferase reporter, luminescence, 24 h. Potency, µM (titrated, usually from 92.2 µM), inactives show top-dose activity change, positive = activation, actives largely listed as activators. 0.063% of 320,000 active; further: % of control where 0% means no effect; nearly all actives have a fitted effect of over 45% in size
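H1299 (p53-null), stable ts p53-A138V + BP100-Luc; 1000 cells/well, Opti-MEM/10% FBS; cpd 4 pt, 1:5; 24 h, 37 deg C, 5% CO2; detection reagent 10 min RT; luminescence.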
FLuc modulator – qHTS profiling assay for firefly luciferase inhibitor/activator using purifed enzyme and Km concentrations of substrates (counterscreen for miR-21 project); Potency, µM (doses to about 57.5 µM), for inactives: at the highest dose activity change, negative = inhibition, most hits filed as inhibitors; purified FLuc, Km substrates, luminescence inhibition; 6.9% of 360,000 active; Luciferin 4-monooxygenase (Photinus pyralis), P08659; AID 588342, 2011;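 further: plate controls were vehicle for no effect and reference inhibitor for full effect; nearly all actives have a fitted effect of over 55% in size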
Target sequence (P08659 whole entry, looked up): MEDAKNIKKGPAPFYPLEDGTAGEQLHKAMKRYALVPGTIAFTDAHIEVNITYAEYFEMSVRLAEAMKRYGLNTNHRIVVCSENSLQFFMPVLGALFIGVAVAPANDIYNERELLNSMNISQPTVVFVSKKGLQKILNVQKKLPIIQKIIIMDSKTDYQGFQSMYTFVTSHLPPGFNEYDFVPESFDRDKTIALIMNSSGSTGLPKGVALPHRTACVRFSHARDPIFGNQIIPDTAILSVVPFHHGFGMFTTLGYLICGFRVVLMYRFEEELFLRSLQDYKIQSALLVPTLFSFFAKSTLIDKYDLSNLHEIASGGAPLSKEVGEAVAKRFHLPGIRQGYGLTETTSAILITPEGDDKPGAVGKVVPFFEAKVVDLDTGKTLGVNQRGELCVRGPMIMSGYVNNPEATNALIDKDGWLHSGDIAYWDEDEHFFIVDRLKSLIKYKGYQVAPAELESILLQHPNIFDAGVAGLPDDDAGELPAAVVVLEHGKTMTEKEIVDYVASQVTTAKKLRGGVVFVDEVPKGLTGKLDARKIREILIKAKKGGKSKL
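Purified P. pyralis luciferase, 10 nM final, with Km-level 10 uM D-luciferin and 10 uM ATP in 50 mM Tris acetate pH 7.5, 10 mM Mg acetate, 0.01% Tween-20, 0.05% BSA; 6-point qHTS titration about 60 µM downward; luminescence read.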
BRCA1 expr act – qHTS Assay to Identify Small Molecule Activators of BRCA1 Expression | MCF7-BRCA1-FFLuc reporter, luminescence, 48 h; response scale: scaled: vehicle 0%, 10 µM genistein 100% | AID 624202, 2012 | 1.1% of 380,000 active | Potency, µM (doses to about 46.1 µM), without a hit: top-dose activation, hits mostly activators; further: nearly all actives have a fitted effect of over 80% in size; some results filed as inactive show a strong effect at the top dose
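MCF7-BRCA1-FFLuc cells, 2000/well in phenol-red-free MEM, attached 2 h then treated 48 h at 37 C. Luciferase luminescence read 15 min after reagent; normalized to genistein maximum activation (10microM) and DMSO, concentration-response fitted.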
RORg inh – qHTS for inhibitors of ROR gamma transcriptional activity; Nuclear receptor ROR-gamma (Mus musculus), P51450; Drosophila S2 Gal4-RORgamma UAS-luciferase reporter, 20 h; Potency, µM (series often up to 53.6 µM), for inactives: top-dose activity change, negative = inhibition, hits mostly inhibitors; 5.4% of 310,000 active; AID 2551, 2010; further: on the % scale 0 is the no-effect control and ±100 the full control effect; nearly all actives have a fitted effect of over 60% in size
Target sequence (P51450 whole entry, looked up, the tested form may be a part): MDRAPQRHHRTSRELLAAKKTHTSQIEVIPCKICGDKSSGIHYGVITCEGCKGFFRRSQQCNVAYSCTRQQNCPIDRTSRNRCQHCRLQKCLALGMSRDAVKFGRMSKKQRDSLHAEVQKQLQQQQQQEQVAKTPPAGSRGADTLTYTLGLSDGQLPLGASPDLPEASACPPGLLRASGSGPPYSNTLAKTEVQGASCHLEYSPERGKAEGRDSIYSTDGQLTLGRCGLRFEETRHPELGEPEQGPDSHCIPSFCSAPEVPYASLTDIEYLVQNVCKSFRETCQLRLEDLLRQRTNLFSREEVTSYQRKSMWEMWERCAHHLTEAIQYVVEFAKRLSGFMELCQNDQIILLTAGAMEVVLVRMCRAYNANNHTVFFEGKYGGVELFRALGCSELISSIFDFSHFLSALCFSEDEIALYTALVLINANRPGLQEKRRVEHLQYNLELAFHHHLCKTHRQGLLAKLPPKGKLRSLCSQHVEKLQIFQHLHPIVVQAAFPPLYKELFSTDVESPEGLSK
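Read-out: Photinus luciferase luminescence; inhibitors lower reporter signal. Insect Schneider cells with Gal4-ROR gamma fusion under metallothionein promoter, UAS reporter; 700 uM final copper sulfate induction, 20 hr, ambient temperature.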
uPA surface inh – qHTS for Inhibitors of Cell Surface uPA Generation | cell surface uPA generation assay, qHTS | Potency, µM (series often up to 38.3 µM), inactives show at the top dose activity change, negative = inhibition, most hits filed as inhibitors | 0.31% of 330,000 active; active means well fitted inhibition curve with a large enough effect; inconclusive means small, poorly fitted or top-dose-only effect; inactive means no such curve, though single readings can be large or run the other way; tested in mouse RAW 264.7 cells; further: on the % scale 0 is the no-effect control and ±100 the full control effect; nearly all actives have a fitted effect of over 55% in size
NPC1 prom act – qHTS Assay for NPC1 Promoter Activators. 2.4% of 320,000 active. Huh7 NPC1 promoter luciferase reporter, 24 h. AID 485313, 2010. Potency, µM (doses to about 9.22 µM), for inactives: at the top dose activation, most hits filed as activators;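 further: % of control where 0% means no effect; nearly all actives have a fitted effect of over 60% in size; reporter is driven by a mutant NPC1 promoter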
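Quantitative HTS used a cell-based reporter: Huh7 cells stably bearing the NPC1 promoter upstream of luciferase were treated with compounds for 24 h, and promoter activation was read as luminescence.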
Rab9 promoter act – qHTS Assay for Rab9 Promoter Activators | Huh7 Rab9 promoter-luciferase reporter, luminescence, 24 h | 2.8% of 320,000 active | Potency, µM (series often up to 9.22 µM), for inactives: at the top dose activation, negative = inhibition, actives largely listed as activators; further: % of control where 0% means no effect; nearly all actives have a fitted effect of over 60% in size
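Luminescence from Amplite-detected luciferase (10 minutes, ambient) reports Rab9 promoter activation. Before that, stable Rab9-luciferase Huh7 cells (1500/well, reduced-serum OP-MEM I plus 10% FBS) were exposed to compound for 24 hours at 37C.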
MBNL1-CUG inh – qHTS Assay for Inhibitors of MBNL1-poly(CUG) RNA binding | Muscleblind-like protein 1 (Homo sapiens), Q9NR56 | TR-FRET MBNL1-His/biotin-(CUG)12 binding, 665/545 ratio | Potency, µM (series often up to 57.5 µM), inactives show at the highest dose activity change, negative = inhibition, hits mostly inhibitors | 0.036% of 280,000 active | AID 2675, 2010; active means well fitted inhibition curve with a large enough effect in the signal ratio, with a control signal flat, not every such curve was filed as active; inconclusive means small, poorly fitted or top-dose-only effect, or effect the other way, or a change in a side signal; inactive means no such curve, though single readings can be large or run the other way; the % refers to the signal ratio; further: on the % scale 0 is the no-effect control and ±100 the full control effect
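Compound titration spanned 92 nM–58 uM against the MBNL1-His/biotin-(CUG)12 complex. After 60 min at room temperature with 5 nM streptavidin-XL665 and 0.055 ng/ul terbium anti-His, ratiometric 665/545 nm emission (Ex 340 nm) normalized to controls.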
* hit, by the source's call; ? = inconclusive; . = not tested or not shown; & = joins results of further samples; [ ] = remark or other dose. Unless noted, the call rests on the fitted dose curve; in most records, active means well fitted curve in the direction sought with a large enough effect; inconclusive means small, poorly fitted or top-dose-only effect, or another doubt; inactive means no such curve, though single readings can be large; an effect the other way counts as inactive or inconclusive. Potency means the concentration at half of the fitted maximal effect.

The line under a structure holds: ELG1 genotoxic	VP16 counter	p53 reactivation	FLuc modulator	BRCA1 expr act	RORg inh	uPA surface inh	NPC1 prom act	Rab9 promoter act	MBNL1-CUG inh
- Cc1ccc(C)c(OCc2cc(C(=O)NC3CCOC(C)(C)C3)no2)c1 (stereo unspecified)
  16.2%	4.9%	16.8%	?	43.3%	40.9%	12.6%	27.8%	?	-2.5%
- CCC(=O)Nc1ccc(S(=O)(=O)N2CCc3ccccc3C2)cc1
  -3.9%	4.7%	-2.4%	-0.1%	0.0%	15.2%	-11.8%	-2.1%	-1.1%	3.6%
- COc1ccc2cc(CN(CCc3ccccc3)Cc3nnnn3Cc3ccco3)c(=O)[nH]c2c1
  -6.2%	-0.4%	1.0%	1.5%	-13.4%	8.8%	0.2%	-2.5%	-0.6%	-8.8%
- O=C(O)c1cccc(S(=O)(=O)N2CCC(n3nnc4cc(C(F)(F)F)ccc43)CC2)c1
  6.7%	4.6%	3.7%	2.8%	1.6%	13.2%	3.4%	-1.5%	-1.2%	-13.5%
- Cc1nn(C)c(Cl)c1CN1CCN(C2CCCCC2)C(CCO)C1 (stereo unspecified)
  0.3%	0.3%	-1.1%	-2.0%	-8.0%	-1.6%	13.6%	5.0%	-9.0%	-11.0%
- O=C(c1ccco1)N1CCN(CCCCOc2cccc3ccccc23)CC1
  -4.1%	-0.4%	-11.2%	-0.5%	-33.7%	?	2.6%	-1.2%	0.5%	12.6%[11.5 µM]
- N#CCC(=O)Nc1ccc(C(=O)OCC(=O)N2CCCC2=O)cc1
  1.0%	.	-6.4%	-0.5%	-12.4%	.	2.2%	-0.1%	16.3%	.
- Cc1ccc(S(=O)(=O)N2C[C@@H]3CCCC[C@@H]3[C@@H](C)[C@H]2c2cn(Cc3ccccc3)c3ccc(F)cc23)cc1
  -5.6%	.	10.0%	.	-25.0%	.	6.2%	.	.	.
- CCCCOc1ccc(CCC(=O)N/N=C/c2ccco2)cc1
  0.8%	1.4%	2.7%	-18.3%	0.0%	4.0%	-0.3%	-0.9%	-1.0%	.
- O=C(Nc1cccc(F)c1)NC1CCN(Cc2ccccc2)CC1
  -3.8%	-5.7%	-5.4%	-1.3%	-11.0%	0.5%	-4.6%	0.1%	8.0%	-8.2%
- O=C(c1ccco1)N1CCN(Cc2nc(-c3cccs3)no2)CC1
  3.7%	-13.2%	2.9%	-6.5%	29.7%	12.7%	5.7%	14.3%	1.5%	-18.9%
- Cc1cc(C)cc(OCc2ccc(C(=O)NC3CCOC3=O)o2)c1 (stereo unspecified)
  6.8%	-4.1%	18.9%	-9.2%	-1.3%	10.5%	2.2%	2.1%	-7.3%	-7.0%
- CC1(C)CC2CC(C)(CN2S(=O)(=O)c2ccc(N)cc2)C1 (stereo unspecified)
  -0.1%	-9.4%	-2.8%	1.9%	-4.7%	-1.1%	0.3%	0.2%	0.3%	-0.9%
- COc1ccc(/C=C/C(=O)c2ccc3c(c2)OCO3)cc1OC
  ?	.	?	15.1µM*	-16.6%	.	-7.2%	9.8%	-0.7%	.
- CCN(CC)C(=O)COc1ccc2c3c(c(=O)oc2c1)CCCC3
  9.3%	18.9%	.	-2.1%	20.0%	19.0%	1.0%	2.2%	0.8%	2.5%
- Cn1c(CNC(=O)Nc2ccccc2)nnc1SCc1ccccc1
  2.2%	17.9%	3.4%	-18.5%	-35.1%	2.0%	-3.6%	8.0%	4.0%	?
- O=C(O)C(CCCCNS(=O)(=O)c1ccc(F)cc1)NS(=O)(=O)c1ccc(F)cc1 (stereo unspecified)
  -3.9%&6.5%	-9.0%&0.9%	-1.3%&0.2%	1.3%&2.1%	-1.0%&3.7%	2.5%&2.7%	-4.2%&2.6%	-4.8%&-2.1%	15.4%&1.4%	-17.9%&-6.1%
- Cc1cccc(C(=O)N2CCC(N3CCC(C(=O)N4CCOCC4)CC3)CC2)c1
  0.5%	-5.1%	6.1%	7.5%	-12.3%	-14.2%	13.3%	-6.1%	-0.9%	2.5%
- CN1C(=O)/C(=C/c2ccccc2OCc2ccccc2)NC1=S
  2.8%	?	1.3%	4.5%	-29.3%	7.08µM*	0.0%	-2.2%	-5.0%	70.0%[activator]
- O=C(NCCC(=O)N1CCCCCCC1)c1ccc(Cl)cc1
  6.4%	.	12.6%	7.3%	-9.0%	.	1.3%	-0.2%	0.3%	.
- Cc1nnc(C)c2c(C)n(C(C)c3ccccc3)c(C)c12 (stereo unspecified)
  4.0%	-7.7%	0.3%	-1.3%	-55.0%	-2.1%	-6.4%	1.3%	6.9%	2.2%
- CC(=O)Nc1ccc(C(=O)N2CCN(C(=O)c3ccco3)CC2)cc1
  2.7%	5.3%	-1.3%	-0.8%	0.2%	-4.6%	-3.4%	0.5%	5.3%	-3.4%
- CS(=O)(=O)N(CC(=O)N/N=C/c1ccccn1)c1ccc(Oc2ccccc2)cc1
  -3.5%	9.8%	6.0%	-12.8%	-4.9%	-40.3%	5.3%	-0.3%	-3.4%	?
- Nc1c(C=C2C=CC(=O)C=C2)c(=O)nc2sc(CC(=O)N3CCOCC3)nn12
  2.5%	-1.9%	23.0%	-17.1%	0.0%	-3.5%	-2.3%	1.1%	-0.7%	21.6%
- O=C(N/N=C/C(Br)=C/c1ccccc1)c1ccncc1
  11.7%	-7.6%	-10.9%	23.9µM*	-77.3%	-1.3%	?	-2.3%	2.3%	.
- CCOc1ccc2nc(NCCCO)[nH]c2c1
  0.9%	-4.5%	2.4%	-15.3%	-7.9%	-12.8%	-21.3%	0.5%	0.0%	-1.5%
- CCC(NC(=S)NC1CCCCC1)c1ccc(C(C)C)cc1 (stereo unspecified)
  -14.7%	2.51µM*	-0.6%	0.6%	.	1.78µM*	.	-26.0%	-29.4%	-6.0%
- Cn1c(=O)c(C(=O)CN2CCOCC2)c(N)n(Cc2ccccc2)c1=O
  2.8%	-8.0%	2.2%	6.9%	7.4%	12.9%	-3.2%	-1.4%	-0.8%	8.8%
- Cc1ccc(-n2c(CCC(=O)O)ccc2-c2cccs2)cc1
  6.3%	?	5.9%	?	-0.5%	3.7%	7.4%	-0.2%	-1.0%	7.9%
- O=C(NC1=NCCS1)c1ccc(Cl)cc1
  10.3µM*	.	.	10.7µM*	7.94µM*	.	-29.9%	1.58µM*	2µM*	9.8%
- CCN(CC)S(=O)(=O)c1ccc(C(=O)Nc2cc3oc4ccccc4c3cc2OC)cc1
  11.1%	-7.6%	-6.6%	3.4%	-21.1%	6.0%	5.9%	-2.8%	-4.1%	.
- COc1cccc(NC(=O)COc2ccc(C(=S)N3CCN(C)CC3)cc2OC)c1
  -7.8%	-3.0%	-11.3%	3.2%	-25.7%	15.3%	-3.0%	-12.6%	-5.5%	-8.3%
- COc1cc(/C=C(\C#N)C(=O)Nc2cccc(C(=O)O)c2)ccc1OCc1ccc(Cl)cc1
  ?	-13.0%	.	?	?	39.2%	-6.3%	0.8%	7.0%	5.3%
- CCN(CC)c1ccc(C=C2C(=O)OC(C)(C(C)(C)C)OC2=O)cc1 (stereo unspecified)
  1.4%	0.3%	1.8%	-1.4%	25.4%	3.4%	-1.1%	-4.7%	1.6%	?
- Cc1ccc(NC(=O)NC2CCCN2S(=O)(=O)c2ccc(Cl)cc2)cc1 (stereo unspecified)
  1.1%	6.8%	-3.4%	0.3%	-3.9%	-4.3%	.	-1.8%	-2.0%	-4.8%
- O=C(CNC(=O)c1cccc(Br)c1)N/N=C/c1ccc2c(c1)OCO2
  ?	7.2%	0.4%	16.9µM*	12.1%	-13.3%	5.5%	-0.2%	2.2%	6.0%
- COc1cc(OC)cc(C(=O)/C=C2\Sc3ccccc3N2C)c1
  ?	-7.3%	2.4%	7.57µM*	48.2%	11.0%	10.7%	?	?	9.5%
- COCCN(CCOC)C(=O)c1c[nH]c2ccc(S(=O)(=O)N(C)c3ccc(F)cc3)cc2c1=O
  1.9%	-9.2%	-3.8%	7.1%	1.4%	2.2%	.	-4.5%	3.0%	6.5%
- CS(=O)(=O)N(CC(=O)N1CCCCCC1)c1ccccc1
  -4.2%	.	-12.3%	4.1%	-9.8%	-28.3%[0.365 µM]	0.1%	-1.8%	3.6%	-6.0%
- Cc1nc(CN2CCN(S(=O)(=O)c3c(Cl)cc(Br)cc3Cl)CC2)cs1
  -0.5%	.	12.4%	0.4%	-61.5%	.	3.7%	-10.1%	-3.1%	.

Screening results deposited in PubChem BioAssay by National Center for Advancing Translational Sciences (NCATS).
